# OPRM1-OPRD1 inv: inverse agonist of human OPRM1-OPRD1 heterodimerization. inhibition, % at 9.3 µM. AID 504357. 0.21% of 340,000 active. cell-based MOR-DOR heterodimer luminescence, inverse agonism. P35372+P41143; in the data active means inhibition above about 22%, passing the limit was not always enough;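 further: 0% = cells with DMSO and 100% = wells without cells with DMSO; values of inactives mirror those of a sister screen read the other way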
# Ecoli viability: counter-screen for AddAB inhibitors: E. coli growth inhibition | AID 449728 | E. coli V3065 growth, OD600 absorbance, 18 h | inhibition, % at 11.9 µM | 0.27% of 330,000 active;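 active means inhibition above the campaign's mean inhibition across all tested compounds plus 3 SD, cut at about 9.9% in these data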;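 further: uninfected addAB+ strain grown without phage in ampicillin broth; 0% = DMSO wells and 100% = ciprofloxacin 0.95 µg/ml wells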
# SUMO Mot1 rescue: inhibitors of SUMOylation pathway: yeast Mot1-301 growth rescue | growth rescue, % at 18.8 µM | S. cerevisiae Mot1-301 growth rescue, ATP luminescence, 38.5C; percent above DMSO median, 100 means doubled | 1% of 320,000 active;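 active means every valid replicate shows activation above 250% relative to neutral control wells; inactive means the rest, any valid replicate at or below 250%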;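 further: OY570 slx delta 5 strain wells were the positive control but not used for scaling; some compounds called inactive have numbers as strong as hits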
# PfHsp90 set2: growth inhibition of yeast expressing Plasmodium Hsp90; S. cerevisiae expressing PfHsp90, BacTiter-Glo ATP, 48 h; yeast lacking PDR1 and PDR3 efflux regulators; inhibition, % at 9.4 µM; 0.32% of 310,000 active; AID 504621;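 active means every replicate shows inhibition above about 80%, whatever the replicate mean, limit read from the data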;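 further: 0% = DMSO neutral controls and 100% = 20 µM radicicol positive controls; yeast relying on Plasmodium falciparum Hsp90 in place of its own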
# phage Ecoli inh: E. coli growth loss with phage present; 0.26% of 360,000 active; growth absorbance; inhibition, % at 11.9 µM; in the data active means inhibition above about 11%
# MOR-DOR ag: OPRM1-OPRD1 heterodimerization agonism; P35372+P41143; cells, luminescence; activation, % at 9.3 µM; 0.3% of 340,000 active; AID 504326; in the data active means activation above about 18%;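 further: 0% = vehicle-treated cells and 100% = reference agonist; values of inactives mirror those of a sister screen read the other way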
# PKA-R1A activ: PKA-R1A complex activation; 0.083% of 340,000 active; P00514+P68181; PKA-R1A dissociation, Cy5-IP20 fluorescence polarization; scaled: DMSO 0%, 113 µM cGMP 100%; activation, % at 11.4 µM; AID 504707;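 active means percent activation above the mean of all tested compounds plus 3 SD, cut at about 19% in these data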;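 further: higher means more PKAc released from R1A so a rise in polarization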
# HTR5A inv ctr: inverse agonist of human HTR5A in OPRM1-OPRD1 counter-screen | P47898 | HTR5A cell line, luminescence, inverse agonism | inhibition, % at 9.3 µM | 0.083% of 340,000 active; in the data active means inhibition mostly above about 23%, no sharp cut-off; inactive means mostly below about 18%;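 further: 0% = cells with DMSO and 100% = no-cell wells with DMSO; some compounds called inactive have numbers as strong as hits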
# Target sequence (P47898 whole entry, looked up): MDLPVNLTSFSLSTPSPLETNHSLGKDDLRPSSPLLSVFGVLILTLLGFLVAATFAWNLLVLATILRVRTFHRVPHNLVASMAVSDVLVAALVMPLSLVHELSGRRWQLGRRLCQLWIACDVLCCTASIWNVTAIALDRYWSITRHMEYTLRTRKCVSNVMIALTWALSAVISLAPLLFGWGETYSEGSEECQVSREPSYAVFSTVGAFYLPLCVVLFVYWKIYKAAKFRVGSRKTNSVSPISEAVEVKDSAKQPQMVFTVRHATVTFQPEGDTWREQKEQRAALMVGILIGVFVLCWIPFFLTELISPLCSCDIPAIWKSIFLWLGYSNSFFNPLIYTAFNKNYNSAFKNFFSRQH
# PKA-R2B act: activators of human PKA-R2B complex; P22694+P31323; activation, % at 11.4 µM; AID 504700; PKA-R2B holoenzyme dissociation, Cy5-IP20 fluorescence polarization; R2B truncated from residue 108, S112A mutant; 0% DMSO only, 100% 113 µM cGMP; 0.079% of 340,000 active;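 active means activation above a cutoff set at the mean over all compounds plus 3 SD, cut at about 18% in these data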;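 further: higher means more holoenzyme dissociation and a rise in polarization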
# Target sequence (P31323 whole entry, looked up, other chains not shown, the tested form may be a part): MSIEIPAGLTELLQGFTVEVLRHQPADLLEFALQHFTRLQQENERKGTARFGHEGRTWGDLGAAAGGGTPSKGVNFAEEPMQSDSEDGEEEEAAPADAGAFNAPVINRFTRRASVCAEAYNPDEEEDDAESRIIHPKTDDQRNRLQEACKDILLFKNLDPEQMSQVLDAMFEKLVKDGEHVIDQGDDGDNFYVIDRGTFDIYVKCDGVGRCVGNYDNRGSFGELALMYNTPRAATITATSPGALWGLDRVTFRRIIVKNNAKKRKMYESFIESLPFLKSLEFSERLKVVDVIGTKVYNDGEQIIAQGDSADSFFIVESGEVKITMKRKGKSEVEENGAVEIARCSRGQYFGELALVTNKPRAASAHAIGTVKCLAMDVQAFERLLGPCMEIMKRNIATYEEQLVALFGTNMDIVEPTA
# Tat transport: inhibitors of E. coli Tat protein transport | AID 488895 | 0.036% of 340,000 active | E. coli MC4100 TorA-mCherry Tat export, fluorescence | inhibition, % at 10 µM;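 active means mean replicate inhibition at least 50% and at least half of replicates individually reaching 50%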;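 further: exported cargo escapes ClpAP degradation while cytoplasmic cargo is degraded and loses fluorescence; 0% = median of neutral control wells and 100% = median of NaSCN control wells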
# AddAB inh: less growth of phage-infected E. coli with AddAB; inhibition, % at 11.9 µM; E. coli expressing H. pylori AddAB, absorbance growth; AID 435030; 0.29% of 330,000 active; in the data active means inhibition above about 12%;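 further: 0% = vehicle wells of infected cells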
# Active calls of the source: *; · = no result given. The order is random (roughly 2.2% active in at least one column).
SMILES,OPRM1-OPRD1 inv,Ecoli viability,SUMO Mot1 rescue,PfHsp90 set2,phage Ecoli inh,MOR-DOR ag,PKA-R1A activ,HTR5A inv ctr,PKA-R2B act,Tat transport,AddAB inh
O=C(c1coc(=O)c2ccccc12)N1CCN(Cc2ccccc2)CC1,8.3,-0.2,3.1,-26.2,1.8,-1.5,-4.7,-28.8,0.6,0.8,-0.2
COc1ccc(C(=O)C2CCCN(C3Cc4ccccc4C3)C2)cc1OC (stereo unspecified),2.0,-0.8,0.6,2.1,5.1,-0.3,4.5,11.8,-1.5,5.3,4.2
CCN(CC)S(=O)(=O)c1ccc(-c2nnc(SCC(=O)Nc3ccc4c(c3)OCO4)o2)cc1,11.2,0.2,7.4,-9.5,-1.1,-2.0,0.7,-2.9,3.4,-5.1,-0.8
Cc1cc(C(=O)CN2C(=O)C(=O)N(CCC3=CCCCC3)C2=O)c(C)n1C,13.9,-0.9,33.8,-0.2,3.7,-3.2,0.7,36.8*,8.3,-0.2,3.9
CSC1=NCCN1C(=O)c1c(F)cccc1Cl,7.2,2.4,5.4,5.6,-0.6,-1.2,6.3,-9.3,4.4,1.9,3.2
COC(=O)Nc1cc(C)n(-c2ccccc2)n1,-6.3,-0.7,2.3,-0.4,1.9,1.3,-1.2,-0.9,2.2,-12.5,2.4
COC(=O)/C=C/c1oc2ccccc2c1C,6.3,-1.9,-13.2,-10.8,0.5,-1.1,2.2,8.1,-9.3,0.5,0.8
Cc1cnc(C(=O)Nc2ccc(N3CCN(C(=O)OC(C)(C)C)CC3)cc2)cn1,3.4,-1.7,158.4,29.9,2.4,-0.6,0.1,7.1,-6.2,10.6,1.2
O=C(C1CC1c1ccccc1)N1CCN(c2cccc(Cl)c2)CC1 (stereo unspecified),-19.6,·,·,8.0,0.2,3.5,-12.5,29.1,7.8,-7.5,·
COCC(C)Nc1ncnc2c1cnn2-c1ccc(Cl)cc1 (stereo unspecified),-4.4,-0.3,26.0,12.9,-1.1,1.1,-16.1,-16.7,-9.2,-12.3,1.6
COCCNC(=O)C1CCN(S(=O)(=O)c2c(C)noc2/C=C/c2cccs2)CC1,5.2,-0.8,24.8,-20.3,1.2,-1.0,5.8,-20.0,-5.0,-1.2,-0.8
c1ccc(C2=Nc3cccnc3C(c3ccccc3)=NN2)cc1,13.7,1.2,13.3,·,0.0,-2.8,-9.4,20.8,2.9,5.1,-0.6
C=CC[C@@H](CC(=O)N(CCO)Cc1ccccc1)C(=O)N[C@H](C)COC(=O)[C@@H](CC=C)Cc1ccc(F)cc1,-13.9,-4.9,4.2,-6.2,2.4,2.4,-1.1,7.8,-6.1,6.7,-2.5
COc1ccc(CCNC(=O)c2cc3sccc3n2C)cc1OC,-3.8,-0.2,-19.5,8.4,0.8,0.7,-15.1,-4.7,3.8,6.6,1.9
COc1cccc(NC(=O)Cn2c(=O)n(C)c(=O)c3sc4c(c32)COC(C)(C)C4)c1,4.9,1.5,26.8,29.6,4.5,-0.9,10.4,-5.2,2.4,1.2,4.1
COc1ccc(S(=O)(=O)N(C)CC(=O)NCCN2CCOCC2)cc1,-8.2,0.6,-34.6,15.3,1.4,1.1,-14.2,11.1,-2.2,-5.8,2.2
CCOC(=O)CSc1nc2c(sc(=S)n2Cc2ccco2)c(=O)n1-c1ccccc1,13.8,-1.4,5.7,·,2.2,-2.7,-9.5,4.6,1.8,-2.5,-1.1
COc1ccc(C(=O)N2N=C(c3ccccc3)CC2(O)C(F)(F)F)cc1 (stereo unspecified),-25.9,·,·,-7.7,0.8,5.0,3.7,11.5,-1.1,2.8,·
CCOC(=O)c1cccc(NC(=O)CCNS(=O)(=O)c2cc(Br)cnc2N)c1,13.4,-0.5,-6.8,-0.7,4.5,-2.6,12.1,-0.8,-9.7,4.0,4.2
COC(=O)c1ccccc1NC(=O)C1COc2ccccc2O1 (stereo unspecified),-25.2,1.6,23.3,7.4,4.7,4.7,-8.6,0.3,-7.3,4.5,-0.5
CCN(C[C@H]1N[C@@](CC)(C(=O)OC)[C@H]2C(=O)N(Cc3ccccc3)C(=O)[C@@H]12)S(=O)(=O)c1ccc(F)cc1,-3.1,-0.9,3.9,7.2,2.9,0.7,-4.7,3.2,-8.0,8.3,1.3
O=C(Nc1ccccn1)C1CCN(C(=O)c2ccc(F)cc2)CC1,11.5,-0.9,56.5,11.2,1.1,-2.1,-5.8,-0.4,-2.7,-4.0,-0.1
Cc1ccc(C(C(=O)NC(C)(C)C)N(Cc2ccc3c(c2)OCO3)C(=O)c2ccc(CN3CCOCC3)o2)o1 (stereo unspecified),2.0,-0.4,-14.3,17.6,2.0,-0.4,-6.3,-8.1,1.1,2.3,-0.5
C/C(CS(=O)(=O)c1ccccc1)=N\O,12.6,-0.8,-6.3,4.0,5.0,-2.2,-4.0,5.4,1.7,-2.7,-0.3
Cc1cc(C)c(OCC(=O)OCC(=O)NNC(=O)c2ccccc2F)c(C)c1,-2.5,3.0,-5.2,-2.4,2.8,0.6,0.2,1.0,-0.5,0.5,2.7
N#C/C(=C\c1ccccc1)c1n[nH]c(Cn2cncn2)n1,1.1,0.8,-1.8,38.0,4.4,-0.2,1.6,-2.6,2.3,1.1,0.5
Cc1ccc(CN2CC(C(=O)Nc3ncc(C)s3)CC2=O)cc1 (stereo unspecified),6.9,·,·,9.5,3.7,-1.1,0.3,-15.9,-9.4,-6.4,·
O=C(Nc1ccc(N=Nc2ccccc2)c(NC(=O)C2CCCO2)c1)C1CCCO1 (stereo unspecified),11.2,-1.0,11.1,-7.1,-0.9,-2.0,-2.0,8.7,-3.8,12.9,1.2
CO/C=C/C#CC1(O)CCN(C)CC1,10.7,-2.9,4.2,-1.5,2.0,-2.0,-15.2,1.1,-20.5,-0.1,-0.1
CCOc1cc(/C=C2/C(=O)ON=C2C)cc(Br)c1O,16.7,-3.8,6.8,0.1,0.9,-3.7,-15.4,-12.9,-7.4,-9.0,0.2
COc1ccc(C)cc1S(=O)(=O)N(C)CC(=O)NCc1ccccn1,-10.7,-2.8,192.5,-4.0,3.1,1.3,-17.1,-5.5,-10.6,22.3,-1.0
O=c1ccc(OCCOc2ccccc2)nn1-c1ccccc1,8.9,-1.3,5.3,-21.7,4.3,-1.5,-0.5,-8.8,6.9,-3.9,2.1
COc1ccc(-c2c([C@H]3[C@H]4C=CC[C@@H](C)[C@@H]4C(=O)N3Cc3ccccc3)ccc3ccccc23)cc1OC,13.9,0.3,-10.0,·,0.9,-2.5,-5.9,-12.3,-1.7,-16.3,0.6
CCn1cc(Br)c(C(=O)NC(=S)Nc2ccc(C(=O)OC)cc2)n1,9.9,2.6,-9.0,-34.6,1.3,-1.6,3.9,2.2,-0.4,-3.6,2.9
Cc1cccc(OCCCCN2CCNCC2)c1,13.1,0.3,-8.0,11.6,4.2,-2.5,-1.0,-11.3,2.9,-1.6,2.5
CC(C)(C)NC(=O)c1cc2c(ccc3ccccc32)oc1=O,-4.4,2.2,58.1,-14.5,-2.4,0.9,-3.5,-9.1,5.9,2.4,3.5
C[C@@H]1CC=C[C@@H]2[C@H]1C(=O)N(Cc1ccccc1)[C@H]2c1cccc(Br)c1,-8.5,-2.1,·,7.9,0.6,1.8,-7.5,-5.8,-0.5,-4.9,1.9
O=[N+]([O-])c1ccc(CSc2nnc(SCc3ccc(Cl)cc3)s2)cc1,-14.2,-2.9,8.7,-16.8,6.2,2.0,-2.4,-7.2,-2.1,-2.3,2.6
Cc1ccccc1CSc1nnc(Cn2c(=O)sc3ccccc32)n1C,16.6,1.7,12.6,-6.0,1.1,-3.4,-9.1,-12.2,5.7,2.3,3.5
CCOC(=O)Nc1nnc(-c2ccccc2OC)s1,-7.1,-0.7,-1.1,-42.9,1.6,1.6,3.8,9.9,6.6,-6.2,1.1
COc1ccc(C)cc1S(=O)(=O)N1CCN(C(=O)c2ncoc2-c2cccc(C)c2)CC1,2.7,-1.6,8.3,-10.2,-0.5,-0.5,-6.0,-7.0,-7.0,14.7,0.7
COc1cccc(NC(=O)CN(C)C(=O)c2cccnc2Nc2cccc(C(F)(F)F)c2)c1,-6.1,-1.6,5.0,34.9,·,1.5,-8.9,-14.6,-12.0,6.3,0.4
COc1ccccc1C(CNC(=O)c1ccc(S(=O)(=O)N2CCCCC2)cc1)N(C)C (stereo unspecified),9.5,1.1,2.6,3.0,1.6,-2.4,2.3,-2.1,6.2,-11.2,0.3
CNC(=O)NC(=O)CSc1nc2ccccc2n1CCOC,6.5,-1.5,-9.3,21.3,0.2,-1.1,1.8,-15.4,-8.1,14.5,2.9
COc1ccccc1CNS(=O)(=O)c1ccc(-c2cc(C)no2)cc1,-3.7,0.8,9.5,3.5,0.6,0.7,-9.5,-8.2,-11.0,0.8,-0.3
c1ccc(CNn2nnnc2-c2ccccc2)cc1,14.7,-3.2,-4.9,-25.1,0.7,-2.8,-15.4,-17.9,-8.5,-5.0,0.5
CSc1ccc(/C=C(/NC(=O)c2ccco2)C(=O)NCc2ccco2)cc1,18.9,·,-0.8,3.7,0.8,-5.8,0.1,17.3,-14.5,-0.2,·
CC(C)NC(=O)C1CCN(C2CCN(C(=O)c3scc4c3CCCC4)CC2)CC1,3.2,2.1,15.0,0.7,-1.6,-0.6,6.8,12.8,13.4,-0.1,3.1
COc1ccc(Cl)cc1NC(=S)N(CCN1CCOCC1)C1CCN(C(C)=O)CC1,16.7,-1.3,3.5,-18.0,1.8,-3.2,-1.9,-20.4,-2.3,-5.7,2.1
COc1ccc(NC(=O)CSc2ncn(-c3ccccc3)n2)cc1Cl,-4.6,0.5,1.8,·,1.4,0.8,8.0,-23.6,10.3,-3.6,0.2
CNC(=O)c1csc(-c2cccs2)n1,14.6,2.5,-0.6,12.9,1.1,-3.2,-10.8,4.0,-7.1,3.3,0.8
CNC(=S)NNC(=O)c1sc2cc(C(F)(F)F)cnc2c1-c1ccccn1,31.1*,1.3,11.1,5.2,2.0,-5.5,1.9,17.9,-2.1,-7.5,2.5
Cc1cc(NC(=O)CSc2nnc(C3CC3)n2Cc2ccccc2)no1,7.8,-1.7,10.0,10.3,3.8,-1.4,-10.3,-0.9,14.8,-0.1,-0.3
O=c1ccc(/C=C/c2ccccc2)nn1Cc1ccc(F)cc1,-25.7,1.4,9.7,-33.0,2.3,4.5,-3.5,-12.0,-1.0,0.6,1.1
O=c1[nH]c(C2CCCN(S(=O)(=O)Cc3ccccc3)C2)nc2c1nnn2Cc1cccc(Cl)c1 (stereo unspecified),-14.9,-1.5,1.9,7.2,-0.4,1.8,-1.6,-14.8,5.9,6.8,-0.3

# Source: PubChem
